HSF1 activator: increases HSF-1 driven luciferase reporter signal; NIH3T3-HGL HSF-1 luciferase reporter, MG132, 8 h; 100% = twice DMSO control signal; activation, % at 9 µM; 1.7% of 300,000 active; AID 504408;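 active = mean replicate activation of at least 50% with a set share of replicates each reaching 50%; inconclusive = only one of those two conditions met; inactive = mean below 50% and too few replicates reaching it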;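 also: 0% = median of the neutral control wells and 100% = twice that signal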
KLF5 inhibitor: suppresses KLF5 promoter-driven expression; DLD-1 KLF5 promoter-luciferase reporter, luminescence; inhibition, % at 5 µM; 0.23% of 290,000 active;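 active = inhibition above a per-plate limit of that plate's mean compound inhibition plus 3 SD, cut at about 60% in these data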;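 also: 0% = DMSO wells and 100% = LY294002 at 200 µM; higher means less KLF5 promoter-driven luciferase light; inactives centre near -14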
AI-2 QS modul: modulates the Vibrio harveyi AI-2 quorum sensing system | activity change, % at 7.5 µM | AID 2094 | Vibrio harveyi JMH597 AI-2 luminescence/OD600 ratio, 9 h; active compounds read low; strain lacks LuxN and CqsS sensors; 0 = neutral-control median | 0.4% of 300,000 active; in the data active = activity change below about -75%, passing the limit was not always enough; inconclusive = no clear call, values can overlap the other calls;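 also: luminescence divided by OD600 gain over 9 h not by final OD600 alone; inactives centre near 13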
HDAC3 inh: inhibitors of human histone deacetylase 3 | O15379 | recombinant HDAC3, fluorogenic peptide/trypsin coupled, fluorescence | inhibition, % at 8.3 µM | 0.15% of 320,000 active; in the data active = inhibition above about 26%, passing the limit was not always enough; inconclusive = no clear call, values can overlap the other calls
Target sequence (O15379 whole entry, looked up): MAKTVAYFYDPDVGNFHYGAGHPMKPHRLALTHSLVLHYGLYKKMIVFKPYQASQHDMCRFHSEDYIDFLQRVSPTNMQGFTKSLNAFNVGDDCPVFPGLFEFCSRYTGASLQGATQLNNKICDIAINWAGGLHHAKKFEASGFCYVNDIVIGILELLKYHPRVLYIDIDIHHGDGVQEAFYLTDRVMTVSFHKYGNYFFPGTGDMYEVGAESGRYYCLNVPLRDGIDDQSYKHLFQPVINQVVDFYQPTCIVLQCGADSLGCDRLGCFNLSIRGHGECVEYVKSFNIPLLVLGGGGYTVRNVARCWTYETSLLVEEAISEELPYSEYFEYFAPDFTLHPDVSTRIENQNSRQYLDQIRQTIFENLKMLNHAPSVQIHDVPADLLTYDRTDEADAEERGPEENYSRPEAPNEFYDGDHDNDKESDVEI
HSP90 refold inh: inhibitors of HSP90 luciferase refolding in rabbit reticulocyte lysate | luciferase refolding luminescence, 3 h | 0.91% of 290,000 active | inhibition, % at 5.6 µM;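 active = inhibition above the screen-wide mean plus 3 SD, computed separately per campaign, cut at about 16% in these data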;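 also: 0% = DMSO wells and 100% = 60 µM geldanamycin wells; inhibitors lower the luminescence because luciferase stays unfolded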
aSyn 5UTR inh: 5' untranslated region of α-synuclein, MLPCN primary screen | alpha-synuclein 5'UTR reporter, inhibitor activity | inhibition, % (tested at 7.5 µM) | 0.82% of 300,000 active | AID 1813; in the data active = inhibition above about 60%; inconclusive = no clear call, values can overlap the other calls;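 also: H4 neuroglioblastoma cells stably carrying SNCA 5'UTR luciferase fusion; 0% = DMSO wells and 100% = positive control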
IEC-6 tox: IEC-6 cytotoxicity, counter-screen for KLF5 inhibitors; luminescence viability; inhibition, % at 5 µM; 0.78% of 290,000 active; AID 1825; in the data active = inhibition above about 22%;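 also: 0% = plate median of test compound wells and 100% = cytotoxic reference compound wells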
Platelet DG rel: platelet dense granule release activity. human platelet-rich plasma, SFLLRN dense granule ATP release, luminescence. inhibition, %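 (compounds screened at 7.5 µM in platelet-rich plasma)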. 0.22% of 300,000 active. AID 1663;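 active = mean replicate score, as percent of positive control, at or above 50; inconclusive = mean below 50 but at least one replicate at or above 50; inactive = mean and every replicate below 50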
HIF activator: HIF pathway transcriptional activation; U2OS HRE-luciferase reporter, luminescence; normalized: DMSO 0%, desferrioxamine 100%; activation, % at 7.5 µM (by protocol); 0.32% of 300,000 active; AID 1910;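 active = mean activation of at least 10% of the iron chelator positive control signal, with at least half of replicates also reaching 10%; inconclusive = mean and replicate majority disagree about reaching 10%; inactive = mean and most replicates under 10%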
HSF1 inh: HSF1 inhibition. 0.77% of 300,000 active. NIH3T3-HGL HSE-luciferase, MG132-induced, luminescence 8 h; active compounds read low. activity change, negative = inhibition, % at 7.5 µM (by protocol);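 active = more than half of replicate wells show activity change below -50%, luminescence cut by over half; inconclusive = some wells, but at most half, below -50%; inactive = no replicate well below -50%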;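 also: luciferase reports HSF-1 transcriptional activity via heat shock element; 0% = median of DMSO wells and -100% = zero luminescence signal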
Numbers without * were called inactive; u = inconclusive; x = no result given.

Structure | HSF1 activator | Platelet DG rel | AI-2 QS modul | HDAC3 inh | KLF5 inhibitor | IEC-6 tox | HIF activator | aSyn 5UTR inh | HSP90 refold inh | HSF1 inh
FC(F)(F)c1ccc(C2[C@H]3CN(Cc4cccnc4)[C@H](c4ccccc4)C34CC2(c2ccccc2)C4)cc1 (stereo partly drawn) | -8.4 | 6.4 | 15.1 | 3.8 | x | x | -0.7 | 24.0 | x | -3.1
COc1ccc(-c2cc(-c3ccccc3)nc(N3CCCC3)n2)cc1OC | 3.1 | 0.8 | 7.5 | -6.3 | 0.5 | 3.7 | 0.3 | 25.7 | 3.2 | 9.8
O=C(CCC(=O)Nc1ccccc1)NNS(=O)(=O)c1ccccc1[N+](=O)[O-] | 5.6 | -14.6 | 21.7 | 3.1 | -2.9 | 5.7 | -0.2 | 11.7 | -0.7 | -4.4
Oc1ccccc1-c1nc(NCC2CCCO2)c2ccccc2n1 (stereo not drawn) | -0.6 | 11.3 | 2.0 | 6.5 | -12.3 | 1.9 | 0.5 | -36.5 | 1.2 | -1.2
CC(C)C(NC(=O)c1ccccc1)C(=O)NCc1ccccn1 (stereo not drawn) | -7.2 | 5.0 | 19.9 | -5.1 | -13.8 | -2.8 | -0.1 | -7.7 | -0.8 | -0.4
CCOc1c(C)cnc2c1c(=O)n(Cc1c(F)cccc1Cl)c(=O)n2C | -6.4 | 6.2 | 24.9 | -6.5 | -20.4 | -4.1 | -0.4 | -1.1 | -7.1 | 1.1
CC1(c2ccc([N+](=O)[O-])cc2)NC(=O)NC1=O (stereo not drawn) | -1.3 | 4.5 | 13.7 | 4.1 | -36.0 | -0.6 | -0.7 | -1.8 | -0.2 | 5.3
CCn1c(=O)c(C(=O)NNC(=O)c2ccccc2)c(O)c2ccccc21 | 1.6 | 12.9 | 6.5 | -7.5 | 0.9 | 10.6 | -0.3 | -17.0 | 4.3 | 4.6
CCCCCCSc1ccc([C@H]2N[C@@](CC(C)C)(C(=O)OC)[C@H]3C(=O)N(CC)C(=O)[C@@H]23)cc1 | 6.2 | -1.8 | 28.6 | u | x | x | -0.1 | 11.6 | x | -5.4
CC1=C(C(=O)OCC2CCCO2)C(c2coc3ccccc3c2=O)C2=C(CC(C)(C)CC2=O)N1 (stereo not drawn) | -10.8 | -7.7 | 7.9 | -3.5 | -9.3 | -4.2 | 1.1 | -2.1 | 1.2 | -3.6
CCn1c(=S)sc2c(=O)n(CC(=O)NCCCc3ccccc3)c(C)nc21 | 12.9 | 0.0 | 27.0 | 2.6 | -14.3 | 1.3 | -0.5 | -15.0 | -4.8 | 2.1
COc1ccc(NC(=O)CCCn2c(=O)c3sccc3n(Cc3ccc(C)cc3)c2=O)cc1 | -0.8 | -3.2 | 15.8 | 5.6 | -19.9 | -4.7 | 0.7 | 4.1 | 2.2 | 1.0
O=C(c1c(F)cccc1Cl)N1CCN(c2ccccn2)CC1 | -0.2 | -23.3 | 19.9 | -5.2 | -34.1 | -2.7 | -0.1 | -5.5 | -3.6 | -0.1
Cc1ccc2sc(NC(=O)CN3C(=O)c4ccccc4C3=O)nc2c1C | 18.8 | -26.7 | -95.0* | -3.9 | -16.5 | -0.2 | 0.1 | 11.9 | 2.9 | -4.1
COc1ccccc1NC(=O)N1CCOCC1 | -7.1 | -0.2 | 1.4 | -0.3 | -19.4 | 0.7 | 1.1 | 2.5 | -5.8 | 4.5
O=C(c1cc(COc2ccc(F)cc2F)on1)N1C[C@H]2CC[C@H]1C2 | 11.4 | -58.2 | -58.9 | 5.6 | -41.4 | 8.1 | 1.9 | -98.5 | 0.4 | 9.1
Cc1csc2nc3cc(C(N)=O)ccc3c(=O)n12 | 34.4 | -4.2 | 12.5 | -26.5 | x | x | 0.0 | -19.1 | x | 10.0
Cc1cc(C)c(C#N)c(SCc2ccccc2F)n1 | 8.3 | -4.8 | 32.1 | -1.4 | -4.3 | -0.2 | -1.3 | 26.9 | -1.4 | 3.2
CCCOc1ccccc1/C=N/Nc1ccnc(=O)[nH]1 | -15.9 | x | 2.3 | 0.2 | 11.4 | 3.7 | 0.7 | -3.4 | 1.9 | 0.7
CC(=O)c1ccc(N2CCN(S(=O)(=O)c3ccc(-c4cc(C)no4)s3)CC2)cc1 | 1.8 | -3.3 | 12.0 | 4.4 | -13.1 | -12.2 | 0.5 | -11.1 | -2.0 | -2.2
COc1ccc(OCC(O)Cn2c(N)nc3c2c(=O)[nH]c(=O)n3C)cc1 (stereo not drawn) | -17.4 | 12.9 | -1.1 | 0.2 | 4.7 | -0.6 | -0.9 | 9.5 | 1.5 | 2.1
CN(NS(C)(=O)=O)c1c(C#N)c(C(F)(F)F)nn1C | -0.6 | 4.8 | 6.0 | -5.7 | 9.6 | -3.6 | 0.0 | -13.5 | 2.4 | -3.8
O=C(Nc1ccc2nn(-c3ccccc3)nc2c1)c1ccc2c(c1)OCCO2 | 15.0 | -6.9 | 28.2 | -2.3 | 0.9 | 5.1 | 0.1 | -82.3 | 2.4 | 4.5
COc1ccc(CC(NC(C)=O)C(=O)NC2CCN(c3nnnn3-c3ccccc3)CC2)cc1 (stereo not drawn) | 12.0 | -6.7 | 11.9 | 0.9 | -17.4 | -1.6 | -26.1 | -27.4 | 1.8 | -1.5
COC(=O)c1cc(=O)n(Cc2ccc3c(c2)OCO3)c(=Nc2ccc(F)cc2)s1 | -4.8 | 14.1 | 9.5 | 4.3 | -4.4 | 7.7 | -0.1 | -11.9 | 1.2 | -8.9
CCN(CC)CCn1c2ccc(F)cc2c2nc(C)sc21 | -4.4 | -3.2 | 25.1 | -5.4 | 7.2 | -2.8 | 0.4 | -7.9 | -8.3 | -3.1
O=[N+]([O-])c1ccccc1S(=O)(=O)N1CCN(c2ccccn2)CC1 | 3.1 | -1.7 | 12.6 | 4.2 | 0.3 | 4.0 | -2.6 | -4.7 | -5.2 | -1.8
Cc1ccc(CNC(=O)c2cc3c(=O)n4ccccc4nc3n(Cc3ccco3)c2=N)cc1 | 47.1 | 8.1 | -1.8 | -4.9 | x | x | 0.4 | -11.9 | x | 35.7
CCOC(=O)CC(NS(=O)(=O)Cc1ccccc1)c1ccc(C)cc1 (stereo not drawn) | 27.7 | 13.3 | 6.2 | -6.0 | -15.1 | -1.9 | 0.3 | 6.1 | -2.6 | 0.0
COc1ccc(CCN2C(=O)C3C4C=CC(C3C2=O)C2C(=O)N(CCc3ccc(OC)c(OC)c3)C(=O)C42)cc1OC (stereo not drawn) | 27.9 | -0.1 | 2.3 | 4.5 | -12.8 | 3.9 | -0.9 | 4.8 | -1.0 | -10.0

More results
Structure | HSF1 activator | Platelet DG rel | AI-2 QS modul | HDAC3 inh | KLF5 inhibitor | IEC-6 tox | HIF activator | aSyn 5UTR inh | HSP90 refold inh | HSF1 inh
COC(=O)C1=C(C)N(C)C(=O)NC1c1cc2c(cc1Br)OCO2 (stereo not drawn) | -1.0 | 5.0 | 23.7 | 1.5 | -23.5 | -0.5 | -3.8 | -4.7 | -0.8 | -9.5
O=C(OCCCN1C(=O)c2ccccc2C1=O)c1ccco1 | 11.1 | 19.7 | 6.5 | -10.9 | -19.9 | 1.1 | -0.6 | -8.3 | 5.7 | 3.6
CC(C)(C)c1ccc(C(=O)N2CCN(c3ncccn3)CC2)cc1 | 2.6 | 15.7 | 15.5 | -0.1 | 2.6 | -0.5 | 0.2 | 2.2 | -1.2 | -3.4
Cc1ccc(-n2c(C)c3c(C)nnc(C)c3c2C)cc1N | -29.5 | -9.0 | 25.4 | -0.8 | 15.6 | 7.6 | -1.0 | -5.6 | 1.4 | -1.2
O=C(COC(=O)C1=COCCO1)Nc1ccc(Oc2ccccc2)cc1 | 11.4 | -4.2 | -54.1 | -4.0 | -46.0 | -3.4 | 0.1 | 14.4 | -2.7 | 1.3
Cc1cc(N2CCN(c3ccccn3)CC2)n2nc(C)nc2n1 | -19.0 | -18.9 | 9.0 | -1.7 | -1.9 | 0.0 | 0.1 | -15.1 | -6.2 | -8.4
O=C1[C@H]2[C@@H](C(=O)N1c1cccc3ccccc13)C1(C(=O)c3ccccc3C1=O)N1CCC[C@@H]21 | 12.6 | -2.4 | -3.4 | x | 8.9 | 1.0 | -0.5 | 7.7 | 2.3 | 0.7
C=CCOC(=O)C1=C(C)NC(C)=C(C(=O)OCC=C)C1c1ccco1 | -3.3 | 13.1 | 15.8 | 3.1 | -25.9 | 2.5 | -0.3 | 2.3 | -0.3 | 4.9
CSc1nnc2c(n1)OC=Nc1ccccc1-2 | 1.9 | -6.5 | -8.2 | -0.1 | -12.7 | 2.0 | 0.1 | 5.7 | 1.0 | 16.3
Cc1ccc2c(CSc3nncs3)cc(=O)oc2c1 | 16.5 | 11.9 | -9.7 | 13.2 | -25.9 | 8.5 | 0.8 | -27.6 | 1.0 | 20.9
Cc1ccc(S(=O)(=O)N2CCC(C(=O)N3CCC[C@H]3C(=O)NCc3ccco3)CC2)cc1 | -2.2 | 4.3 | 30.6 | -5.7 | -11.3 | -3.1 | 0.0 | -3.9 | 6.9 | -6.1
CCOC(=O)C(=NCC1CCCO1)NNc1ccccc1Cl (stereo not drawn) | 2.3 | 0.1 | 19.4 | x | -10.0 | 0.6 | 0.2 | -13.5 | -1.4 | -2.7
COc1ccccc1CNC(=O)CCn1c(=O)[nH]c2ccsc2c1=O | -9.1 | 9.4 | 18.0 | u | -5.3 | -4.4 | -1.3 | 6.9 | 2.1 | -0.6
CCOC(=O)/C=C/C(=O)OCc1csc(CC(=O)Nc2ccccc2C)n1 | 18.0 | -7.5 | 4.9 | -0.4 | -8.4 | -2.8 | -0.8 | -6.5 | 4.9 | 22.5
COc1cccc(NC(=O)c2ccc3c(c2)OCCO3)c1 | 27.1 | 52.0* | 1.4 | x | 48.5 | 10.3 | -1.7 | 25.4 | 45.4* | 5.3
O=C(CSc1nnc(Cn2c(=O)sc3ccccc32)n1-c1ccccc1)N1CCCC1 | x | x | x | 5.9 | -20.3 | 0.9 | x | x | -1.4 | x
O=C(Nc1cn(-c2ccccc2)nc1-c1ccc(Cl)cc1)c1ccccc1 | 14.2 | 5.5 | 45.8 | -0.5 | 1.0 | 0.5 | -2.3 | 4.0 | 3.2 | -1.7
Cc1cc(C)cc(NC(=O)C(=O)NCC2CCCO2)c1 (stereo not drawn) | 6.3 | -4.6 | 3.5 | -2.1 | 1.1 | -1.4 | 0.4 | -46.6 | -1.6 | 10.0
C=CCOCCN1C(=O)C2C3C=CC(C2C1=O)C1C2C(=O)N(CCOCC=C)C(=O)C2C31 (stereo not drawn) | 6.8 | 2.6 | 9.6 | -5.2 | -10.0 | 7.7 | -0.3 | -8.0 | 3.4 | 4.7
COc1ccc(NC(=O)NCc2ccc3c(c2)OCO3)cc1OC | 5.2 | -5.3 | 14.0 | 15.8 | -42.9 | -7.7 | -0.3 | -1.4 | -5.7 | -3.0
Cc1nc2c(ccc3c2ccc2nc(C)sc23)s1 | -0.4 | 20.1 | 14.7 | -4.0 | -17.6 | 4.1 | 0.6 | -112.5 | 1.1 | 8.2
O=C(COc1ccc(S(=O)(=O)NC2CCCCC2)cc1)N1CCN(c2ccc(F)cc2)CC1 | x | x | x | 2.2 | -32.0 | -2.7 | x | x | 0.6 | x
